Assay outcomes: PubChem BioAssay, several laboratories
ROMK mod – modulates human ROMK potassium channel activity; Tet-inducible ROMK, thallium flux fluorescence; actives lie on both sides; P48048; 130,000 tested, 2% active; B-score at 10 µM; AID 1918;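 active = signal ratio slope over the read window, or its plate-corrected B-score, at least 3 SD from the plate mean, either direction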;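 note: B-score of the F/F0 ratio slope over 7 to 12 s after thallium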
Target sequence (P48048 whole entry, looked up): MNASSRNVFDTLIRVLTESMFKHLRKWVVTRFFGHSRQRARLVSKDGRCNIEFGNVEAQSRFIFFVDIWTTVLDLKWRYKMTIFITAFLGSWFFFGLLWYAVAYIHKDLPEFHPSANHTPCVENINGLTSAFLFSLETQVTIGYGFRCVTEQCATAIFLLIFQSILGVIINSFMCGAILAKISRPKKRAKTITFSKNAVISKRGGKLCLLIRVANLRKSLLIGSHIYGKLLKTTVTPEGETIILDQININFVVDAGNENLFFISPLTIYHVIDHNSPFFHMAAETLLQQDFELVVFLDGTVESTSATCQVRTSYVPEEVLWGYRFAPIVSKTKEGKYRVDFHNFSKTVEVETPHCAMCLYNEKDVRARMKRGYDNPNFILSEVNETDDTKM
SRC2 TRFRET art – TR-FRET artefact, counter-screen to PPARgamma/SRC-2 agonist assay; active compounds read high; 200,000 tested, 0.4% active; AID 1049; TR-FRET ratio at 8 µM; in the data active = TR-FRET ratio above about 2000; note: inactives centre near 1500; reference of the scale not given here
L major viab – Leishmania major promastigote growth inhibition; Leishmania major promastigotes, resazurin fluorescence viability; inhibition, % at 10 µM; 200,000 tested, 9% active; in the data active = inhibition above about 50%;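 note: promastigotes grown with compound for 44 hours at 28 °C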
PPARg SRC-3 ag – promotes SRC-3 coactivator recruitment by human PPARgamma; P37231; biochemical PPARgamma/SRC-3 coactivator recruitment assay; activation, % at 8 µM; 200,000 tested, 0.26% active; AID 731; in the data active = activation above about 23%;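 note: 0% = DMSO and 100% = reference agonist; some compounds past the cut are filed as inactive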
TLR4 MyD88 comp – inhibitors of human TLR4-MyD88 binding. O00206+Q99836. inhibition, % at 8.4 µM. 200,000 tested, 0.18% active. HeLa CL3-4 TLR4/MyD88 BLA complementation, FRET ratio; in the data active = inhibition above about 25%;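 note: 0% = vehicle and 100% = reference inhibitor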
PPARg SRC-2 ag – PPARgamma-driven SRC-2 recruitment agonism; PPARgamma LBD-SRC-2 recruitment, biochemical; AID 1032; activation, % at 8 µM; P37231; 200,000 tested, 0.34% active; in the data active = activation above about 22%;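 note: 0% = vehicle and 100% = reference agonist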
PPARg SRC-1 ag – agonists of human PPARgamma SRC-1 coactivator recruitment; 200,000 tested, 0.41% active; P37231; activation, % at 8 µM; PPARgamma-SRC-1 coactivator recruitment biochemical assay; in the data active = activation above about 19%;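 note: 0% = DMSO and 100% = reference agonist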
S1P3 antagonist – S1P3 (human) receptor antagonism | Q99500 | CHO S1P3 NFAT-BLA reporter, FRET fluorescence, antagonist mode | inhibition, % at 4.98 µM | 170,000 tested, 0.27% active | AID 485;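 active = inhibition above the plate cutoff, the mean inhibition of test wells on that plate plus 3 SD, cut at about 28% in these data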;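 note: cells challenged with S1P at its EC80 of 0.8 µM; blue over green emission ratio from cleaved BLA substrate after 4 h stimulation; 0% = S1P-stimulated wells and 100% = unstimulated DMSO-only wells; some compounds past the cut are filed as inactive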
Target sequence (Q99500 whole entry, looked up): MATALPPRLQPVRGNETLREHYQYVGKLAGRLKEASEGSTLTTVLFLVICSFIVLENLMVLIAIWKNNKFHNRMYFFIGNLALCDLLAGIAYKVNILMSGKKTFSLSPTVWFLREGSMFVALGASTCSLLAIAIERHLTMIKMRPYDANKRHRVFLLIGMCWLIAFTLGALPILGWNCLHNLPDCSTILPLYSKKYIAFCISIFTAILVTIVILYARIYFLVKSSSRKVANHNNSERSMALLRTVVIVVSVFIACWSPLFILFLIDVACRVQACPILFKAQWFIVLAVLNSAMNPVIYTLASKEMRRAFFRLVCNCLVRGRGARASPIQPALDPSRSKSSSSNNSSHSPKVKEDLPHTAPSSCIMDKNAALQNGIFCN
bIAP inh – intestinal alkaline phosphatase (bovine) inhibition; 190,000 tested, under 10 active; AID 1019; inhibition, % at 20 µM; purified bovine IAP, CDP-star luminescence, 30 min;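 active = over 50% inhibition of intestinal alkaline phosphatase at 20 µM in the single-dose screen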
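Assay system: bovine IAP enzyme; medium: DEA buffer 100 mM, pH 9.8, with MgCl2 1.0 mM, ZnCl2 0.02 mM; doses: 20 µM single dose; incubation: enzyme reaction for 30 min at room temperature; detection: CDP-star luminescence signal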
bIAP activator – increases bovine intestinal alkaline phosphatase activity. purified bovine IAP, CDP-star luminescence, 30 min; active compounds read high; fold of DMSO-control signal, blank-subtracted. activation factor at 20 µM. 200,000 tested, 0.17% active. AID 1016;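 active = activation factor of 2 or more at 20 µM, a signal rise over negative controls twice the positive control's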
Redox H2O2 prof – compounds producing H2O2 with reducing agent – biochemical, NIH compound library profiling, artefact control for MLSCN library redox annotation, primary screen | DTT-dependent redox cycling H2O2, phenol red/HRP absorbance; 100% = 100 µM peroxide control, 0% = buffer | 200,000 tested, 0.03% active | activation, % at 10 µM | AID 878;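 active = activation of at least 50% relative to the plate's high and low controls in the primary single-dose screen; inactive = activation below 50%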;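 note: compound incubated with DTT at 0.8 mM final as the reducing agent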
* = called active by the depositor.

Results for CCOC(=O)CNC(=O)CN1C(=O)CCS(=O)(=O)c2ccccc21 ?
SRC2 TRFRET art: 1544; L major viab: -6; PPARg SRC-3 ag: 9; TLR4 MyD88 comp: 0; PPARg SRC-2 ag: 4; PPARg SRC-1 ag: 11; bIAP inh: -1; bIAP activator: 1; Redox H2O2 prof: 2.3

What do the screens show for `CC(C)(C)C(=O)CC1(O)C(=O)N(Cc2ccccc2)c2ccccc21` (stereo not drawn)?
SRC2 TRFRET art: 1621; L major viab: 6; PPARg SRC-3 ag: 12; TLR4 MyD88 comp: -10; PPARg SRC-2 ag: 6; PPARg SRC-1 ag: 4; bIAP inh: -13; bIAP activator: 1.1; Redox H2O2 prof: 0.2

What do the screens show for `Cc1ccc(NC(NC(=O)Cc2ccccc2)C(Cl)(Cl)Cl)cc1` (stereo not drawn)?
ROMK mod: 0.35; SRC2 TRFRET art: 1351; L major viab: 13; PPARg SRC-3 ag: -2; TLR4 MyD88 comp: -3; PPARg SRC-2 ag: 2; PPARg SRC-1 ag: 0; S1P3 antagonist: -8; bIAP inh: 2; bIAP activator: 1; Redox H2O2 prof: 8.1

What do the screens show for `O=C(Nc1cc(S(=O)(=O)N2CCCC2)ccc1Cl)C1=COCCO1`?
ROMK mod: 0.64; SRC2 TRFRET art: 1434; L major viab: 17; PPARg SRC-3 ag: -9; TLR4 MyD88 comp: 10; PPARg SRC-2 ag: 6; PPARg SRC-1 ag: -3; bIAP inh: 8; bIAP activator: 0.9; Redox H2O2 prof: 0.2

How did COc1cccc2c(=O)n(CC(=O)N3CCc4ccccc43)ccc12 do in these assays?
SRC2 TRFRET art: 1414; L major viab: -3; PPARg SRC-3 ag: -6; TLR4 MyD88 comp: 9; PPARg SRC-2 ag: -2; PPARg SRC-1 ag: 5; bIAP inh: 12; bIAP activator: 0.9; Redox H2O2 prof: -1.2

What do the screens show for `O=C(CN1C(=O)C2C3C=CC(C3)C2C1=O)Nc1ccc2c(c1)OCCO2` (stereo not drawn)?
SRC2 TRFRET art: 1626; L major viab: 1; PPARg SRC-3 ag: -4; TLR4 MyD88 comp: 10; PPARg SRC-2 ag: 5; PPARg SRC-1 ag: 13; S1P3 antagonist: -67; bIAP inh: 0; bIAP activator: 1; Redox H2O2 prof: 2.0

What do the screens show for `Cc1ccc(C2(c3noc(CN(C)CC4COCCO4)n3)CCCC2)cc1` (stereo not drawn)?
ROMK mod: 0.67; SRC2 TRFRET art: 1338; L major viab: 2; PPARg SRC-3 ag: 2; TLR4 MyD88 comp: -4; PPARg SRC-2 ag: 1; PPARg SRC-1 ag: 4; S1P3 antagonist: -1; bIAP inh: -5; bIAP activator: 1; Redox H2O2 prof: -1.1

Results for CC(c1ccon1)N(C)Cc1cn(C)nc1-c1cccc(Cl)c1 (stereo not drawn) ?
ROMK mod: 0.4; SRC2 TRFRET art: 1633; L major viab: 2; PPARg SRC-3 ag: 4; TLR4 MyD88 comp: -1; PPARg SRC-2 ag: 7; PPARg SRC-1 ag: -1; S1P3 antagonist: 13; bIAP inh: -21; bIAP activator: 1.2; Redox H2O2 prof: -0.9

What do the screens show for `O=C(Nc1ccc(Cl)cc1)N1CCSCC1`?
ROMK mod: -0.12; SRC2 TRFRET art: 1564; L major viab: 1; PPARg SRC-3 ag: 7; TLR4 MyD88 comp: -1; PPARg SRC-2 ag: 6; PPARg SRC-1 ag: 1; bIAP inh: 12; bIAP activator: 0.9; Redox H2O2 prof: 0.1

How did CCN(CC)S(=O)(=O)c1ccc(Cl)c(C(=O)NCc2ccco2)c1 do in these assays?
ROMK mod: 0.12; SRC2 TRFRET art: 1517; L major viab: -5; PPARg SRC-3 ag: 2; TLR4 MyD88 comp: 4; PPARg SRC-2 ag: 8; PPARg SRC-1 ag: -1; S1P3 antagonist: 5; bIAP inh: -15; bIAP activator: 1.1; Redox H2O2 prof: -0.1

What do the screens show for `COc1ccc(C(=O)N/C(=C\c2cccs2)c2nc3ccccc3[nH]2)cc1OC`?
SRC2 TRFRET art: 1547; L major viab: 1; PPARg SRC-3 ag: 6; TLR4 MyD88 comp: -9; PPARg SRC-2 ag: -3; PPARg SRC-1 ag: -5; bIAP inh: 5; bIAP activator: 1; Redox H2O2 prof: -3.7

Results for CC(C)C(=O)N1CCN(c2ccccc2NC(=S)NC(=O)c2cccs2)CC1 ?
ROMK mod: -0.51; SRC2 TRFRET art: 1585; L major viab: 14; PPARg SRC-3 ag: 6; TLR4 MyD88 comp: -8; PPARg SRC-2 ag: 4; PPARg SRC-1 ag: 14; S1P3 antagonist: 0; bIAP inh: 0; bIAP activator: 1; Redox H2O2 prof: -0.1

Results for Cc1ccc(NC(=S)N(CCN2CCOCC2)Cc2cc3cc4c(cc3[nH]c2=O)OCO4)cc1 ?
ROMK mod: 0.83; SRC2 TRFRET art: 1592; L major viab: 2; PPARg SRC-3 ag: -2; TLR4 MyD88 comp: -7; PPARg SRC-2 ag: -5; PPARg SRC-1 ag: 10; S1P3 antagonist: 14; bIAP inh: -6; bIAP activator: 1.1; Redox H2O2 prof: 0.6

Results for Cc1cccc(C(=O)Nc2nnc(C3=COCCO3)o2)c1 ?
ROMK mod: 2; SRC2 TRFRET art: 1509; L major viab: 9; PPARg SRC-3 ag: 1; TLR4 MyD88 comp: -12; PPARg SRC-2 ag: -3; PPARg SRC-1 ag: 1; S1P3 antagonist: -13; bIAP inh: -3; bIAP activator: 1; Redox H2O2 prof: -0.2

Results for Cc1cc(N)n2ncc(-c3ccccc3)c2n1 ?
ROMK mod: 0.043; SRC2 TRFRET art: 1315; L major viab: 15; PPARg SRC-3 ag: -5; TLR4 MyD88 comp: -2; PPARg SRC-2 ag: -1; PPARg SRC-1 ag: 4; bIAP inh: 34; bIAP activator: 0.7; Redox H2O2 prof: 1.0

How did Cc1ccc(N2C(=O)C3C(C2=O)C2C=CC3C23CC3)cc1 (stereo not drawn) do in these assays?
SRC2 TRFRET art: 1552; L major viab: 6; PPARg SRC-3 ag: 11; TLR4 MyD88 comp: 2; PPARg SRC-2 ag: 0; PPARg SRC-1 ag: -1; S1P3 antagonist: -12; bIAP inh: 4; bIAP activator: 1; Redox H2O2 prof: 0.1

What do the screens show for `CC(c1nnc(SCC(=O)Nc2sccc2C#N)n1-c1ccc(Cl)cc1)N(C)C` (stereo not drawn)?
ROMK mod: 1.1; SRC2 TRFRET art: 1413; L major viab: 3; PPARg SRC-3 ag: -5; TLR4 MyD88 comp: 15; PPARg SRC-2 ag: 13; PPARg SRC-1 ag: 4; S1P3 antagonist: -18; bIAP inh: -2; bIAP activator: 1; Redox H2O2 prof: 0.0

How did COC(=O)c1ccc(NC(=O)C23CC4CC(C2)CC(n2cncn2)(C4)C3)cc1 do in these assays?
ROMK mod: 0.019; SRC2 TRFRET art: 1380; L major viab: 6; PPARg SRC-3 ag: -6; TLR4 MyD88 comp: 2; PPARg SRC-2 ag: -2; PPARg SRC-1 ag: -3; bIAP inh: -11; bIAP activator: 1.1; Redox H2O2 prof: 0.9

Results for Cc1ccccc1NC(=S)NCc1ccccc1 ?
ROMK mod: -0.22; SRC2 TRFRET art: 1467; L major viab: 59*; PPARg SRC-3 ag: -2; TLR4 MyD88 comp: -11; PPARg SRC-2 ag: -9; PPARg SRC-1 ag: -3; S1P3 antagonist: -9; bIAP inh: -6; bIAP activator: 1.1; Redox H2O2 prof: 0.5

What do the screens show for `COc1ccc(CCn2c(N3CCN(Cc4ccccc4)CC3)nc3c2c(=O)[nH]c(=O)n3C)cc1`?
ROMK mod: 0.56; SRC2 TRFRET art: 1406; L major viab: 1; PPARg SRC-3 ag: 6; TLR4 MyD88 comp: -10; PPARg SRC-2 ag: 2; PPARg SRC-1 ag: 4; S1P3 antagonist: -6; bIAP inh: 0; bIAP activator: 1; Redox H2O2 prof: -0.1

Results for CN1/C(=C\C=N\NC(=O)c2ccc(O)cc2)C(C)(C)c2ccccc21 ?
ROMK mod: 0.23; SRC2 TRFRET art: 1581; L major viab: 86*; PPARg SRC-3 ag: 6; TLR4 MyD88 comp: -7; PPARg SRC-2 ag: 12; PPARg SRC-1 ag: 8; S1P3 antagonist: 4; bIAP inh: 10; bIAP activator: 0.9; Redox H2O2 prof: 0.0

Results for COc1ccc(-c2nc(C#N)c(NCCc3ccccc3)o2)cc1 ?
ROMK mod: -0.011; SRC2 TRFRET art: 1411; L major viab: 0; PPARg SRC-3 ag: -2; TLR4 MyD88 comp: -1; PPARg SRC-2 ag: -5; PPARg SRC-1 ag: 1; S1P3 antagonist: 30; bIAP inh: 6; bIAP activator: 0.9; Redox H2O2 prof: -0.1

Results for Cc1nn(CC(=O)Nc2ccc(Cl)cn2)c(C)c1[N+](=O)[O-] ?
ROMK mod: -0.28; SRC2 TRFRET art: 1477; L major viab: -2; PPARg SRC-3 ag: -6; TLR4 MyD88 comp: 6; PPARg SRC-2 ag: -2; PPARg SRC-1 ag: -8; bIAP inh: 5; bIAP activator: 1; Redox H2O2 prof: 0.4

What do the screens show for `CCOc1ccccc1-c1nc(-c2ccncc2)no1`?
ROMK mod: -0.81; SRC2 TRFRET art: 1503; L major viab: 2; PPARg SRC-3 ag: 5; TLR4 MyD88 comp: -12; PPARg SRC-2 ag: 5; PPARg SRC-1 ag: 0; bIAP inh: 15; bIAP activator: 0.9; Redox H2O2 prof: 0.3

Results for Cc1ccc(S(=O)(=O)N2CCN(C(=O)c3cc4c(C)nn(-c5ccccc5)c4s3)CC2)cc1 ?
ROMK mod: -0.92; SRC2 TRFRET art: 1585; L major viab: 22; PPARg SRC-3 ag: -2; TLR4 MyD88 comp: 7; PPARg SRC-2 ag: 7; PPARg SRC-1 ag: -3; bIAP inh: 8; bIAP activator: 0.9; Redox H2O2 prof: 8.0

3 compounds from above, ordered by formula weight, rising:
Results for Cc1nn(CC(=O)Nc2ccc(Cl)cn2)c(C)c1[N+](=O)[O-] ?
ROMK mod: -0.28; SRC2 TRFRET art: 1477; L major viab: -2; PPARg SRC-3 ag: -6; TLR4 MyD88 comp: 6; PPARg SRC-2 ag: -2; PPARg SRC-1 ag: -8; bIAP inh: 5; bIAP activator: 1; Redox H2O2 prof: 0.4

How did COC(=O)c1ccc(NC(=O)C23CC4CC(C2)CC(n2cncn2)(C4)C3)cc1 do in these assays?
ROMK mod: 0.019; SRC2 TRFRET art: 1380; L major viab: 6; PPARg SRC-3 ag: -6; TLR4 MyD88 comp: 2; PPARg SRC-2 ag: -2; PPARg SRC-1 ag: -3; bIAP inh: -11; bIAP activator: 1.1; Redox H2O2 prof: 0.9

What do the screens show for `COc1ccc(CCn2c(N3CCN(Cc4ccccc4)CC3)nc3c2c(=O)[nH]c(=O)n3C)cc1`?
ROMK mod: 0.56; SRC2 TRFRET art: 1406; L major viab: 1; PPARg SRC-3 ag: 6; TLR4 MyD88 comp: -10; PPARg SRC-2 ag: 2; PPARg SRC-1 ag: 4; S1P3 antagonist: -6; bIAP inh: 0; bIAP activator: 1; Redox H2O2 prof: -0.1
